Screening results: PubChem, several laboratories
CDK5 p35 inh – CDK5/p35 (human) kinase inhibition. Q00535+Q15078. Recombinant CDK5/p35, ADP-Glo luminescence, 60 min. inhibition, % at 10 µM. hit rate 0.01% among 330,000. AID 488839;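 active = highest replicate inhibition of at least 50% and at least 75% of replicates reaching 50%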;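 note: plate controls were DMSO neutral control for no effect and GW8510 at 10 µM for full effect; many of its hits are not listed in these tables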
Target sequence (Q00535 whole entry, looked up): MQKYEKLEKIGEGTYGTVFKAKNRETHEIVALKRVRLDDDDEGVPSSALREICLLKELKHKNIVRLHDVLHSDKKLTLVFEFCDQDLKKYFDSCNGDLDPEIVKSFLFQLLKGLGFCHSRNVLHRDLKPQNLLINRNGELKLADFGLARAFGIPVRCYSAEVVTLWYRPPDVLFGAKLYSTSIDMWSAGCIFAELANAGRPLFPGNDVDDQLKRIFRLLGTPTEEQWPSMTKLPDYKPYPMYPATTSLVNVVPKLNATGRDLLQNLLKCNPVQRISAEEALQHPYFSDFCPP
Target sequence (Q15078 whole entry, looked up): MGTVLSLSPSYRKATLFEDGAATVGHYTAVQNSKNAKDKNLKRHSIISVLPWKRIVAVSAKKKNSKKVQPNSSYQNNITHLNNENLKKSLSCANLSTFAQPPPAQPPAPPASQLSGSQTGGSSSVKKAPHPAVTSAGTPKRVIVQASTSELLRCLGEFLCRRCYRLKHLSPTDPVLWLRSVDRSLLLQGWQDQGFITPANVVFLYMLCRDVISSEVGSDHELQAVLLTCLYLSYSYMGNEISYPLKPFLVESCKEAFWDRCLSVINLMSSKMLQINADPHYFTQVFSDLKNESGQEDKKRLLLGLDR
dFosB act – enhances mouse delta FosB homodimer DNA binding; hit rate 0.99% among 340,000; purified delta FosB, TAMRA-CDK5 oligo fluorescence polarization; percent of positive-control signal above neutral wells; activation, % at 25 µM; P13346;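 active = mean activation above about 17%, with every replicate also reaching it, limit read from the data, passing the limit was not always enough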;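 note: fluorescence polarization rise as delta FosB binds a TAMRA Cdk5 AP-1 oligo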
SR-BI HDL uptake – blocks mouse SR-BI lipid uptake from DiI-HDL. AID 488896. hit rate 0.96% among 320,000. ldlA[mSR-BI] CHO cells, DiI-HDL uptake fluorescence, 3 h. inhibition, % at 12.5 µM. Q61009;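 active = mean replicate inhibition of at least 70% and a set share of replicates each scoring 70 or more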;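 note: 0% = median of neutral control wells and 100% = median of positive control wells; values of inactives mirror those of a sister screen read the other way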
MITF act – MITF TRPM1 promoter activation in melanoma cells; SK-MEL-5 TRPM1-promoter luciferase, 24 h; % of positive control, neutral wells = 0; AID 588334; hit rate 0.75% among 300,000; activation, % at 12.5 µM;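 active = mean activation of at least 80% with every replicate also reaching 80%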;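 note: 0% = neutral control wells and 100% = parthenolide positive control wells; values of inactives mirror those of a sister screen read the other way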
PvdQ inh – P. aeruginosa PvdQ acylase inhibition; AID 488965; inhibition, % at 10 µM; purified PvdQ acylase, fluorescence plate reader; hit rate 0.063% among 340,000; in the data active = inhibition above about 30%, passing the limit was not always enough;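 note: 0% = vehicle neutral wells and 100% = reference inhibitor wells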
NSD2 inh – NSD2 (human) methyltransferase inhibition; NSD2 peptide methylation, AlphaScreen, 120 min; inhibition, % at 12.5 µM; O96028; hit rate 0.54% among 310,000; in the data active = inhibition above about 50%
Wnt act – activators of Wnt/beta-catenin signaling; Wnt/beta-catenin reporter cell assay, activator, plate reader; activation, % at 9.35 µM; hit rate 1.2% among 300,000; in the data active = activation above about 30%, passing the limit was not always enough;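 note: 0% = neutral control wells and 100% = positive control wells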
HTR5A inv ag – counter-screen for OPRM1-OPRD1 inverse agonists: human HTR5A inverse agonism; HTR5A cell line, luminescence; inhibition, % at 9.3 µM; hit rate 0.083% among 340,000; AID 504634; in the data active = inhibition mostly above about 23%, no sharp cut-off; inactive = mostly below about 18%;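 note: 0% = cells with DMSO and 100% = no-cell wells with DMSO; some compounds called inactive have numbers as strong as hits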
Target sequence (P47898 whole entry, looked up): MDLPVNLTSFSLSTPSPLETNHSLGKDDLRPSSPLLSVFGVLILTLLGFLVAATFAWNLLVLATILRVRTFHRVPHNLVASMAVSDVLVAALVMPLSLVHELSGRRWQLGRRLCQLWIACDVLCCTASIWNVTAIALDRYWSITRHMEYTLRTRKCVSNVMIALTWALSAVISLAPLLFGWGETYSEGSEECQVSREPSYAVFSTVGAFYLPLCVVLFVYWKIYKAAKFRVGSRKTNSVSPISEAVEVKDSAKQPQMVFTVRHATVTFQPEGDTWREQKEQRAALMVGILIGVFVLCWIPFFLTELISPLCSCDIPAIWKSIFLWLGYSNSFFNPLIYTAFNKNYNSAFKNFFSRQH
HTR5A ag – counter-screen for OPRM1-OPRD1 agonists: human HTR5A agonism; P47898; HTR5A agonist assay, luminescence, cell-based; activation, % at 9.3 µM; hit rate 0.61% among 340,000; AID 504692; in the data active = activation mostly above about 9.5%, no sharp cut-off; inactive = mostly below about 7.6%;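 note: 0% = cells with vehicle only and 100% = reference agonist; strong numbers were not always called active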
V-ATPase pHluor – alters yeast V-ATPase proton transport; S. cerevisiae, pHLuorin cytosolic pH fluorescence; response, % at 10 µM; hit rate 0.37% among 350,000; in the data active = response mostly above about 7.3%, no sharp cut-off; inactive = mostly below about 5.4%; note: actives read high; inactives centre near 0; some compounds called inactive have numbers as strong as hits; reference of the scale not given here
Numbers without * were called inactive; x = not tested or not shown. Outcome played no part in choosing rows; overall some 5% were active at least once.

SMILES	CDK5 p35 inh	dFosB act	SR-BI HDL uptake	MITF act	PvdQ inh	NSD2 inh	Wnt act	HTR5A inv ag	HTR5A ag	V-ATPase pHluor
CN(C)c1ccc(C(C[N+](=O)[O-])c2c(N)n(C)c(=O)n(C)c2=O)c(F)c1C#N (centres undefined)	1.2	-1	16	-36	10	-1	3	11	-3	-1
CN(C)S(=O)(=O)c1cccc(NC(=O)CSc2nc3ccccc3[nH]2)c1	5.4	0	18	-15	-9	0	-1	-1	0	0
COc1ccc(C(=O)C2CCCN(Cc3cnc(N4CCCC4)s3)C2)cc1OC (centres undefined)	-0.1	-4	-9	4	-2	4	-4	9	0	-7
Cc1ccc(C(=O)OCC(=O)N2CCc3ccccc32)cc1	-1.0	-3	-36	108*	-7	-1	23	-6	-1	0
O=C(NCc1cccs1)c1ccc(CS(=O)Cc2cccc(Cl)c2)o1 (centres undefined)	0.1	-4	3	6	-5	1	0	13	-3	0
CC12CN3CC(C)(CN(C1)C3c1ccc3c(c1)OCO3)C2O (centres undefined)	-0.2	4	2	-3	-14	0	-2	-26	0	4
Cc1cc(=O)oc2c1c(C)nn2-c1nn[nH]n1	0.4	-1	-3	21	-15	4	-2	-4	2	-3
COc1cc(C(=O)OCC(=O)N2CCC(Cc3ccccc3)CC2)cc(OC)c1OC	0.1	-9	-17	-3	-12	10	-3	-3	1	1
CCCCOc1cccc(C(=O)Nc2ccc(NC(=O)c3ccco3)cc2)c1	-2.3	-7	x	10	-7	1	2	-41	14	-4
CC(C)=CCCC(C)CN(C)CCc1ccccn1 (centres undefined)	0.9	-1	13	-9	-1	6	x	3	3	0
O=C(NCC1CCCO1)C(c1cccs1)N(Cc1cccs1)C(=O)c1ccc(-c2ccccc2)[nH]1 (centres undefined)	-0.4	0	-12	-4	-3	1	4	-10	-5	-3
O=C(NCCc1nnc2ccc(SCC(=O)N3CCCC3)nn12)c1ccccc1	-0.7	-5	-26	-4	-16	1	-2	0	-2	6
COc1cc(CN2CCCC(N3CCN(c4ccc(F)cc4)CC3)C2)ccc1F (centres undefined)	-0.2	-5	1	16	-15	4	-1	7	-2	0
Cc1ccc(N2C(=O)C(c3c(C)[nH]n(-c4ccccc4)c3=O)(C(F)(F)F)C3=C2CC(C)(C)CC3=O)cc1 (centres undefined)	-1.1	-13	11	-3	4	-2	x	-12	-4	2
N#Cc1cccc(CN2CCC(=O)N(CCO)CC2)c1	-1.9	-4	3	-7	-3	x	0	19	3	-1
COc1ccc(CCN(C)Cc2c(O)ccc3cc(Br)ccc23)cc1OC	0.8	-4	40	0	-6	6	0	7	-2	-2
CN(/N=C\c1ccc(O)c(O)c1)c1nc(-c2ccccc2)cc(-c2ccccc2)n1	-1.5	-25	112*	-7	-4	5	x	0	0	0
COc1cccc(-c2coc3c(C)c4oc(=O)c(CC(=O)O)c(C)c4cc23)c1	1.0	-39	-14	9	-12	6	2	13	-4	-2
Cc1ccc(S(=O)(=O)Nc2ccncc2)c(C)c1N(C)S(=O)(=O)c1ccc(Cl)cc1	-1.0	-2	20	2	7	-2	-2	39	6	0
CCOC(=O)N1CCN(CC(=O)c2c(C)[nH]c3ccccc23)CC1	-0.4	-4	-17	-18	-11	x	x	0	4	-2
Cn1c(NCCCN2CCOCC2)nc2c1c(=O)n(Cc1ccc(Cl)c(Cl)c1)c(=O)n2C	-2.0	-4	-6	x	3	7	-10	-3	2	-2
Cc1ccc(SCc2cc(=O)[nH]c(/N=C(\N)Nc3cccc4ccccc34)n2)cc1	-0.4	-4	14	15	-1	-2	x	5	0	-1
CCN(C(=O)COC(=O)CSc1ccc(C(N)=O)cc1[N+](=O)[O-])C1CCCCC1	-0.1	-12	-13	6	-24	-4	0	17	8	0
CCC(=O)Nc1nnc(/C=C/c2ccc(OC)cc2)s1	1.0	-11	x	x	-5	-1	34*	x	x	-5
CC(=O)Nc1ccc(S(=O)(=O)NCC(=O)OCC(=O)NC23CC4CC(CC(C4)C2)C3)cc1	-1.4	-1	x	3	2	-2	x	-8	2	-1
(next part)
SMILES	CDK5 p35 inh	dFosB act	SR-BI HDL uptake	MITF act	PvdQ inh	NSD2 inh	Wnt act	HTR5A inv ag	HTR5A ag	V-ATPase pHluor
CC1(C)OC(=O)N(c2ccccc2)C12C=Cc1c(ccc3ccccc13)O2 (centres undefined)	0.2	-1	-24	-8	-4	0	-7	3	-2	-8
Cc1nc2nc(-c3ccccc3)[nH]n2c(=O)c1C	0.1	-3	6	17	14	-7	5	6	-1	8
O=C(O)c1ccc(Oc2ccc([N+](=O)[O-])cc2)c([N+](=O)[O-])c1	-0.6	-1	-22	-4	-12	-2	-5	8	-2	3
COc1ccc(C(C#N)(CCC#N)CCC#N)cc1OC	1.5	-2	-13	-15	-9	1	x	-1	1	1
O=C(Nc1nnc(-c2ccncc2)o1)c1ccc(Br)s1	0.0	-10	-55	-18	-9	-2	2	5	-2	3
Cn1c(=O)cc(OCC(=O)NCCC2=CCCCC2)c2ccccc21	0.2	-7	5	10	-12	1	2	5	1	2
O=C(CCNC(=O)c1ccccc1Cl)Nc1nnc(C2CC2)s1	-0.6	1	-20	-2	-5	6	-1	1	-1	3
O=C(CNS(=O)(=O)c1ccccc1)Nc1ccc(C(F)(F)F)cc1	-0.4	-1	-8	-8	-7	-11	x	-18	5	7
CC(=O)Nc1ccc(Oc2ccccc2)cc1	-0.4	1	-7	14	-10	-3	3	-1	5	0
O=C(O)c1[nH]nc2c1COc1ccccc1-2	0.5	0	-23	-3	-4	1	x	14	-7	-1
CCOc1ccc(C(=O)CN2CCN(S(=O)(=O)c3ccc(F)cc3)CC2)cc1	-2.4	-10	-7	13	10	0	-3	9	-4	2
O=S(=O)(N/N=C1\CC(c2ccccc2)Oc2ccccc21)c1ccccc1 (centres undefined)	-0.9	-2	5	-7	21	x	x	-11	2	-4
Cc1ccc(C(=O)C2=C(O)C(=O)N(Cc3cccnc3)C2c2ccc(Cl)c(Cl)c2)o1 (centres undefined)	-0.9	2	-16	-9	12	x	x	8	-3	-5
COc1cc(NC(=O)c2c(OC)cccc2OC)ccc1NC(=O)c1cc2ccccc2o1	1.5	13	41	93*	3	-2	2	-24	7	1
CCOC(=O)c1c(S(=O)(=O)N(C)Cc2ccccc2)c(C)n(C)c1C	-3.7	-3	1	-8	-12	1	-1	23	1	0
Cc1ccc(S(=O)(=O)N(C)C)cc1NC(=O)CCc1c[nH]c2ccccc12	0.9	-6	46	6	-6	4	-8	-20	1	-4
C/C(=N\Nc1ccc([N+](=O)[O-])cc1)c1ccc2c(c1)OCO2	1.1	1	52	74	10	-2	7	5	-1	-1
COc1ccc(N2CSC3=C(C#N)C(c4cc(OC)ccc4OC)CC(=O)N3C2)c(OC)c1 (centres undefined)	0.7	-2	-3	-8	2	x	x	-27	-1	-1
COC(=O)c1cc(OC)c(OC)cc1NC(=S)Nc1cccc(C(C)=O)c1	1.1	-1	9	3	-3	-2	0	2	-2	-4
Cc1ccc(NC(=S)N2CCCN(Cc3ccc(F)cc3)C2)c(C)c1	0.3	-2	x	13	-3	0	3	-48	-2	0
CCOc1ccc(NC(=S)NC(=O)c2c(Cl)c(C)nn2C)c([N+](=O)[O-])c1	0.2	7	-22	-5	-4	-2	0	13	2	6
COc1cc(C)c(C)cc1S(=O)(=O)N1CCN(Cc2ccc3c(c2)OCO3)CC1	-0.1	-4	-17	-6	0	0	-1	6	-1	1
O=C(O)c1ccc(COc2ccccc2Cl)cc1	-1.0	-3	4	21	11	-1	x	-42	8	-3
O=C(OCc1ccc(Br)cc1)c1cccc(S(=O)(=O)N2CCCC2)c1	-0.8	2	29	4	5	0	-1	-11	4	1
COc1ccc(CC(=O)Nc2ncc([N+](=O)[O-])s2)cc1OC	9.0	-3	18	10	-3	x	5	27	-3	-2
(more compounds)
SMILES	CDK5 p35 inh	dFosB act	SR-BI HDL uptake	MITF act	PvdQ inh	NSD2 inh	Wnt act	HTR5A inv ag	HTR5A ag	V-ATPase pHluor
COc1ccc(C(=O)N2N=C(c3ccc(NS(C)(=O)=O)cc3)CC2c2cccs2)cc1 (centres undefined)	1.7	-11	19	-1	10	-2	2	-1	0	1
CCn1ccnc1CNC(=O)c1cc(COc2ccc(F)cc2F)on1	1.1	-9	32	-7	-12	-2	-1	2	-1	0
O=C(CCS(=O)(=O)Cc1cccc(Cl)c1)NCCc1ccccc1	-0.2	-6	x	9	-6	-3	-2	-12	3	-1
CC(NC(=S)NC(=O)c1ccccc1Br)c1ccccc1 (centres undefined)	2.5	-4	0	-27	-14	-3	-1	-14	5	-2
CCN(CC(=O)Nc1ccc(OC)cc1)CC(=O)Nc1sc2c(c1C(=O)OC)CCCC2	0.2	-3	7	x	-1	0	2	8	-3	-2
CC1CCCCC1NC(=O)CSc1nncn1N (centres undefined)	0.1	1	-18	-4	1	-4	1	7	-3	0
CCCC(=O)NNC(=O)Nc1ccccc1	-1.2	3	-19	-5	-8	-2	0	-21	2	0
COc1ccc(C(C)NC(=O)C23CC4CC(CC(C4)C2)C3)cc1OC (centres undefined)	0.5	-2	-16	-5	-4	30	-1	7	-2	-3
Cc1cc(F)ccc1NCc1cc2c(cc1[N+](=O)[O-])OCO2	0.1	0	39	4	-4	-2	4	-17	4	0
COc1ccc(C(=O)NC(=S)Nc2ccc(CN3CCOCC3)cc2)cc1	2.1	-1	11	x	15	4	0	x	x	-7
CCOc1nc(N2CCOCC2)nc(N2CCOCC2)n1	-5.3	-10	9	4	-13	-2	-1	-2	0	5
O=C(NC(=S)Nc1ccccc1Cl)c1ccco1	0.6	-9	6	50	-11	1	2	7	-3	1
O=C(CN1C2CCCC1CC(NC(=O)c1ccco1)C2)Nc1ccccc1C(F)(F)F (centres undefined)	-1.4	-18	8	-11	-7	6	-4	13	2	5
Cc1ccc(C(=O)Cn2c(C(=O)/C=C/c3ccccc3)nc3ccccc32)cc1	1.6	-7	-5	x	-8	-6	x	-2	1	-1
COC(=O)c1c(C(=O)OC)c2cc(C(=O)c3ccccc3)ccn2c1Cl	0.3	-4	18	-10	-7	-8	x	-1	0	5
c1ccc(-c2c3ccccc3nc3[nH]c4ccccc4c23)cc1	1.0	0	4	-6	4	x	x	4	-1	-3
O=C1c2ccccc2C(=O)N1CCc1csc(-c2cccc(Cl)c2)n1	-0.1	-5	-19	x	10	-1	3	-24	9	-1
CCN(CC)c1ccc(NC(=O)Nc2ccc(C(C)=O)cc2)cc1	-1.6	-13	26	x	14	1	x	5	-1	2
CNCc1c(OCc2ccc(F)cc2)ccc2ccccc12	0.7	-9	0	3	-11	3	12	-9	1	1
O=C(CSc1nnnn1-c1cccc2ccccc12)Nc1ccc(C(=O)O)cc1	0.0	2	-32	x	-3	2	-2	7	-2	0
COc1c(C)cc(C(=O)C2CCCN(C(=O)c3cc(C)nc(C)n3)C2)cc1C (centres undefined)	-1.2	-4	-6	-7	-5	-3	-7	0	0	2
c1ccc2c(c1)ccc1ncccc12	0.2	-13	-23	7	9	-5	1	5	-2	4
Cc1oc2c(cc(NS(=O)(=O)c3ccc(C(C)C)cc3)c3ccccc32)c1C(=O)O	-1.8	-7	-19	-17	-9	20	-2	-3	1	-2
Cc1ccccc1NC(=O)CCN1C(=O)c2ccccc2C1=O	0.3	5	3	-11	2	-7	0	-7	-1	-1
COCC(=O)Nc1cc(C)cn(Cc2ccccc2Cl)c1=O	0.1	10	-6	-11	-7	-1	8	-14	-4	1
